cardiac RTF act – cardiac RTF calcium sensitization; P19429+P45379; IANBD-labeled TnC RTF fluorescence at EC20 calcium; 0% EC20 calcium, 100% full calcium; activation, % at 7.2 µM; 0.24% of 340,000 active; AID 493008;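 active = activation above the mean over all tested compounds plus 3 SD, cut at about 30% in these data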;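 also: rise in fluorescence read as greater calcium sensitivity of cardiac thin filaments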
CDK5 p35 inh – blocks human CDK5/p35 kinase activity | Recombinant CDK5/p35, ADP-Glo luminescence, 60 min | 0.01% of 330,000 active | inhibition, % at 10 µM | Q00535+Q15078;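 active = highest replicate inhibition of at least 50% and at least 75% of replicates reaching 50%; inconclusive = only one of the two criteria met; inactive = both criteria failed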;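 also: plate controls were DMSO neutral control for no effect and GW8510 at 10 µM for full effect; many of its hits are not listed in these tables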
dFosB act – activators of mouse delta FosB homodimer. AID 493131. 0.99% of 340,000 active. purified delta FosB, TAMRA-CDK5 oligo fluorescence polarization; percent of positive-control signal above neutral wells. activation, % at 25 µM. P13346;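 active = mean activation above about 17%, with every replicate also reaching it, limit read from the data, passing the limit was not always enough; inconclusive = only one of the two conditions met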;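 also: fluorescence polarization rise as delta FosB binds a TAMRA Cdk5 AP-1 oligo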
RTF Ca sens inh – cardiac RTF calcium desensitization. P19429+P45379. IANBD-labeled cardiac RTF, Ca2+ fluorescence. inhibition, % at 7.15 µM. 0.12% of 340,000 active;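 active = inhibition above the mean inhibition of all tested compounds plus 3 SD, cut at about 17% in these data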;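 also: assay run at fixed EC70 calcium of 1.6 mM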
Mot1-301 SUMO – SUMOylation pathway inhibition by Mot1-301 growth rescue. S. cerevisiae Mot1-301 growth rescue, ATP luminescence, 38.5C; percent above DMSO median, 100 means doubled. growth rescue, % at 18.8 µM. 1% of 320,000 active. AID 2716;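 active = every valid replicate shows activation above 250% relative to neutral control wells; inactive = the rest, any valid replicate at or below 250%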;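 also: OY570 slx delta 5 strain wells were the positive control but not used for scaling; some compounds called inactive have numbers as strong as hits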
PvdQ acylase – blocks Pseudomonas aeruginosa PvdQ acylase activity; purified PvdQ acylase, fluorescence plate reader; inhibition, % at 10 µM; 0.063% of 340,000 active; AID 488965; in the data active = inhibition above about 30%, passing the limit was not always enough; inconclusive = no clear call, values can overlap the other calls;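 also: 0% = vehicle neutral wells and 100% = reference inhibitor wells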
NSD2 HMT inh – inhibitors of human histone methyltransferase NSD2. O96028. inhibition, % at 12.5 µM. NSD2 peptide methylation, AlphaScreen, 120 min. 0.54% of 310,000 active; in the data active = inhibition above about 50%
Rtt109 HAT inh – blocks Candida albicans Rtt109/Vps75 acetyltransferase activity; Q5AAJ8; purified Rtt109/Vps75, ThioGlo CoA-SH fluorescence, 4 h; inhibition, % at 34.9 µM; 0.16% of 330,000 active; AID 540336;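 active = inhibition of at least 50% in every replicate; inconclusive = best replicate reaches 50% inhibition but some replicates fall short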
Target sequence (Q5AAJ8 whole entry, looked up): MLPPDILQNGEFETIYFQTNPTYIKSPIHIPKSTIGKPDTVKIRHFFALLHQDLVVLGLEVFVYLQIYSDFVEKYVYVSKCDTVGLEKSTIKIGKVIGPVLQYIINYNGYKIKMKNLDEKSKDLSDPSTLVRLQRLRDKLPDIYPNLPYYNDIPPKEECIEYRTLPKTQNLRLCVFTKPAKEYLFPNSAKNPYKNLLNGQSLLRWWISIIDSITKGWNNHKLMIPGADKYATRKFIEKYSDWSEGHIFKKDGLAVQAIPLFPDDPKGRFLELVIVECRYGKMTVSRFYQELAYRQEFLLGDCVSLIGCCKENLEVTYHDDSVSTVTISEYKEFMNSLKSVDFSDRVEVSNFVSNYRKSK
C-LANA FP – KSHV C-LANA DNA binding inhibition | MBP-C-LANA/FAM-LBS DNA binding, fluorescence polarization | inhibition, % at 9 µM | 0.078% of 340,000 active | AID 504423;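 active = highest replicate inhibition at or above 60% at 9 µM, even if other replicates fall short; inactive = all replicates below 60% inhibition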;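 also: 0% = neutral control wells and 100% = 4 µM acridine orange control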
PfHsp90 yeast 2 – inhibits growth of yeast expressing Plasmodium falciparum Hsp90 | 0.32% of 310,000 active | inhibition, % at 9.4 µM | AID 504621 | S. cerevisiae expressing PfHsp90, BacTiter-Glo ATP, 48 h; yeast lacking PDR1 and PDR3 efflux regulators;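 active = every replicate shows inhibition above about 80%, whatever the replicate mean, limit read from the data; inconclusive = mean inhibition reaches the set limit but some replicate falls short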;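 also: 0% = DMSO neutral controls and 100% = 20 µM radicicol positive controls; yeast relying on Plasmodium falciparum Hsp90 in place of its own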
Keap1-Nrf2 PPI – inhibitors of human Keap1-Nrf2 protein-protein interaction; Q14145; Keap1 Kelch-Nrf2 peptide fluorescence polarization, 1536-well; inhibition, % at 9.4 µM; 0.15% of 340,000 active; in the data active = inhibition above about 12%; inconclusive = no clear call, values can overlap the other calls; inactive = below about 7.3%;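 also: human Keap1 Kelch domain with fluorescein labeled Nrf2 9mer peptide probe; 0% = neutral control wells and 100% = peptide positive control; higher means more block of Keap1 binding to Nrf2 peptide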
Target sequence (Q14145 whole entry, looked up, the tested form may be a part): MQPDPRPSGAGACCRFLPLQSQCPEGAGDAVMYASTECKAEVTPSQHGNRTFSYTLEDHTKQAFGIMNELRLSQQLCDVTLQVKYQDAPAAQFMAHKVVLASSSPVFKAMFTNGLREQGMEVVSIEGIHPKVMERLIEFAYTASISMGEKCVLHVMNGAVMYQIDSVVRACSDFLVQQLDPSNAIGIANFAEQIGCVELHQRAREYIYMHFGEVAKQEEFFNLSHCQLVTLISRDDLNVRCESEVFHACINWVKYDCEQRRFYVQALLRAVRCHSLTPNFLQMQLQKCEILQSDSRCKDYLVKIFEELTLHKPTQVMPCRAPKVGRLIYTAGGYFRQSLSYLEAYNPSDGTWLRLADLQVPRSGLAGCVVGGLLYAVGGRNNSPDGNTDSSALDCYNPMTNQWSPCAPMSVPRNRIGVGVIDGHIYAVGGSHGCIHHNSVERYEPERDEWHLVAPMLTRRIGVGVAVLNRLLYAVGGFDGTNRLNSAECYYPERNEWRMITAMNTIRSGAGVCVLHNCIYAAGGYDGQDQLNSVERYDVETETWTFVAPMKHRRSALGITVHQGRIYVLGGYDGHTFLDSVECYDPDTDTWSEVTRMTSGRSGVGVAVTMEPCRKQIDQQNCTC
Active calls of the source: *; ? = inconclusive; · = no result given.

#1 COc1ccc(CCC(=O)NCCS(=O)(=O)N2CCN(c3ccc(F)cc3)CC2)cc1
#2 COC(=O)c1ccc(N2CCS(=O)(=O)CC2)cc1
#3 O=C(CSc1nnnn1-c1cccnc1)Nc1cccc(Cl)c1
#4 O=C(COC(=O)c1ccc([N+](=O)[O-])cc1Cl)NCc1ccco1
#5 COc1ccc(C(=O)NNC2=CC(=O)CC(C)(C)C2)cc1

Assay by compound	1	2	3	4	5
cardiac RTF act	-11	0	1	0	-2
CDK5 p35 inh	-1.8	1.0	0.6	0.2	0.3
dFosB act	-5	4	-5	-2	4
RTF Ca sens inh	-4	4	1	0	-6
Mot1-301 SUMO	-19	-10	5	-3	9
PvdQ acylase	-13	5	-16	-6	6
NSD2 HMT inh	0	-1	2	2	5
Rtt109 HAT inh	4	7	0	-2	12
C-LANA FP	-2.2	0.8	-0.3	1.2	1.5
PfHsp90 yeast 2	-3	-2	17	-5	7
Keap1-Nrf2 PPI	3	-2	-4	-2	-1

#6 CC1CC(=O)c2cnc(Nc3cccc(C(F)(F)F)c3)nc2C1 (stereo not given)
#7 COc1cccc2sc(=NC(=O)CS(=O)(=O)c3ccc(Cl)cc3)n(C)c12
#8 CCCN1CN(Cc2ccco2)c2nc3ccccc3n2C1
#9 Cc1cc(NC(=O)CSCC(=O)N(c2ccc(F)cc2)C(C(=O)NC2CCCCC2)c2ccc(O)c(O)c2)no1 (stereo not given)
#10 CCOC(=O)c1ccccc1N1C(=O)CSC1=S

Assay by compound	6	7	8	9	10
cardiac RTF act	3	-1	-3	-1	4
CDK5 p35 inh	4.6	1.1	1.0	-0.1	0.1
dFosB act	-1	-8	4	-4	0
RTF Ca sens inh	-5	-1	-3	4	-3
Mot1-301 SUMO	383	5	-9	-14	-43
PvdQ acylase	-15	-4	4	16	-17
NSD2 HMT inh	0	2	10	3	2
Rtt109 HAT inh	-8	-4	3	-1	2
C-LANA FP	0.3	1.3	0.4	-0.8	0.4
PfHsp90 yeast 2	13	·	·	-30	-19
Keap1-Nrf2 PPI	-2	4	-4	-2	-3

#11 COc1ccc(C(CC(=O)Nc2ccc(Cl)cc2F)NC(=O)C(F)(F)F)cc1 (stereo not given)
#12 O=C(NCC1CCCO1)c1ccc(Cl)c(S(=O)(=O)Nc2ccccc2)c1 (stereo not given)
#13 O=C(Nc1ccc2oc(-c3ccc(Cl)c(Cl)c3)nc2c1)c1ncn[nH]1
#14 COc1ccc(N2C(S)=C(C#N)C(=O)NC2c2ccco2)cc1 (stereo not given)
#15 O=C(O)CCCCc1nc2ccccc2s1

Assay by compound	11	12	13	14	15
cardiac RTF act	3	-2	1	8	-2
CDK5 p35 inh	0.6	1.0	-1.2	1.5	0.6
dFosB act	3	-5	3	-3	7
RTF Ca sens inh	-1	-6	-33	17	0
Mot1-301 SUMO	-9	-19	-5	-19	2
PvdQ acylase	-14	10	-27	15	9
NSD2 HMT inh	-2	3	-11	-6	-1
Rtt109 HAT inh	-7	6	-6	63*	·
C-LANA FP	0.0	3.9	1.4	0.3	0.8
PfHsp90 yeast 2	-10	3	18	6	·
Keap1-Nrf2 PPI	-2	-1	-5	-1	-5

#16 O=C(Nc1ccc(NC(=O)c2ccccc2Cl)cc1)c1cccnc1
#17 O=S1(=O)CCN(C(CCO)c2cccc(C(F)(F)F)c2)CC1 (stereo not given)
#18 CC(=O)Nc1ccc(NC(=O)c2ccc(-c3ccccc3Cl)o2)cc1
#19 CCC1(CC)Cc2ccccc2-c2nc(CN(C)C)[nH]c(=O)c21
#20 Cc1ccc(C(=O)C(C)Oc2cccc(NC(=O)c3ccco3)c2)cc1 (stereo not given)

Assay by compound	16	17	18	19	20
cardiac RTF act	-7	0	-14	-4	-4
CDK5 p35 inh	-0.3	-0.1	0.7	1.8	-1.5
dFosB act	-3	2	?	-5	-15
RTF Ca sens inh	2	15	2	6	-12
Mot1-301 SUMO	-3	15	·	4	-21
PvdQ acylase	-2	-7	0	12	-14
NSD2 HMT inh	1	-3	0	-4	0
Rtt109 HAT inh	2	0	-46	-13	-10
C-LANA FP	0.4	0.6	-0.5	-0.3	-0.1
PfHsp90 yeast 2	14	-16	2	-12	1
Keap1-Nrf2 PPI	1	-2	6	-4	-2

#21 C[C@@H]1ON(C2CCCCC2)[C@H]2c3nc4ccccc4n3C[C@@H]12
#22 O=C(CS(=O)(=O)c1ccccc1)N1CCCCC1
#23 c1cc(CNCCCN2CCOCC2)ccn1
#24 CC1CCC(NS(=O)(=O)c2cccc3nsnc23)CC1 (stereo not given)
#25 C=CCN(C(=O)CNC(=O)c1cccs1)C(C(=O)NC(C)(C)C)c1ccccc1 (stereo not given)

Assay by compound	21	22	23	24	25
cardiac RTF act	-3	-4	10	-1	-7
CDK5 p35 inh	0.2	0.5	-0.7	-1.1	-5.2
dFosB act	-8	0	-5	-11	-4
RTF Ca sens inh	2	4	8	-24	7
Mot1-301 SUMO	-15	3	6	2	5
PvdQ acylase	-14	2	-4	-5	-12
NSD2 HMT inh	·	0	·	4	-1
Rtt109 HAT inh	-1	-2	-23	10	4
C-LANA FP	-3.0	0.0	-0.6	-1.9	-1.1
PfHsp90 yeast 2	-20	-2	13	-17	-6
Keap1-Nrf2 PPI	-5	-5	-10	2	-3

#26 O=C1CCC(C(=O)N2CCCCCC2)CN1CCc1ccc(Cl)cc1 (stereo not given)
#27 COc1cccc(NC(=O)Nc2nnc(Cc3ccc(F)cc3)s2)c1
#28 CC1CCCN(CC(=O)Nc2cc(Cl)ccc2Oc2ccccc2)C1 (stereo not given)
#29 C/C(=N\Nc1ccccn1)c1ccc2c(c1)OCO2
#30 Cn1nc(C(=O)Nc2nc(-c3ccc(F)cc3)cs2)ccc1=O

Assay by compound	26	27	28	29	30
cardiac RTF act	1	-2	-9	-7	1
CDK5 p35 inh	-1.7	0.7	-1.0	-1.2	-2.2
dFosB act	-6	29*	3	-4	-5
RTF Ca sens inh	-4	4	5	-11	1
Mot1-301 SUMO	-2	23	19	1	-20
PvdQ acylase	-15	0	0	-6	-5
NSD2 HMT inh	1	-1	·	2	0
Rtt109 HAT inh	-16	4	-4	·	-1
C-LANA FP	1.0	-0.4	-1.4	-0.5	-0.4
PfHsp90 yeast 2	-14	2	-32	8	-29
Keap1-Nrf2 PPI	-2	-1	2	0	-4

#31 COc1ccccc1NS(=O)(=O)c1ccc(O)c(C(=O)OCC(=O)c2ccc(Cl)cc2Cl)c1
#32 COC(=O)/C=c1\sc2ncnn2c1=O
#33 O=C1COc2ccc(C(=O)COC(=O)CNC(=O)c3ccco3)cc2N1
#34 CCOC(=O)c1ccc(NC(=O)Cn2cnc(S(=O)(=O)N3CCCC3)c2)cc1
#35 CCN(C(=O)c1ccc(C(C)(C)C)cc1)c1nnc(Cn2nnc3ccccc32)s1

Assay by compound	31	32	33	34	35
cardiac RTF act	-2	1	1	2	0
CDK5 p35 inh	0.5	0.8	-1.1	0.1	-1.4
dFosB act	-18	-11	-5	-3	-2
RTF Ca sens inh	-1	6	6	-5	-7
Mot1-301 SUMO	24	1	-15	·	0
PvdQ acylase	-10	-16	7	-6	-4
NSD2 HMT inh	-1	2	-1	0	1
Rtt109 HAT inh	7	4	·	-5	-1
C-LANA FP	-0.5	-0.5	-0.5	1.1	0.0
PfHsp90 yeast 2	5	-16	5	19	-1
Keap1-Nrf2 PPI	-4	-1	-5	1	2

#36 O=C(O)c1ccc(/C=C2\SC(=Nc3ccccc3)N(c3ccccc3)C2=O)cc1
#37 COc1ccc(S(=O)(=O)N2CCC(n3cnc4ccccc43)CC2)cc1
#38 O=c1nc2ccccc2c2n1CC(CN1CCN(c3ccccc3F)CC1)N2 (stereo not given)
#39 O=C1/C(=C/c2ccco2)SC(=S)N1c1cccnc1
#40 Cc1ccc(S(=O)(=O)N2CC(=NO)C2)cc1

Assay by compound	36	37	38	39	40
cardiac RTF act	5	13	4	-11	3
CDK5 p35 inh	0.7	0.1	0.5	-1.5	-0.1
dFosB act	-4	-15	5	-15	4
RTF Ca sens inh	-6	-10	-5	9	-4
Mot1-301 SUMO	-4	9	-8	·	-1
PvdQ acylase	-11	-19	8	-7	4
NSD2 HMT inh	10	5	-1	·	-1
Rtt109 HAT inh	9	5	-4	2	7
C-LANA FP	0.1	1.4	0.9	72*	-0.3
PfHsp90 yeast 2	-1	-127	-5	5	-26
Keap1-Nrf2 PPI	-5	-2	-3	3	0

#41 Cc1ccc2c(c1)[C@H]1[C@H](CO2)[C@H](c2ccccc2)[C@]2(C)C(=O)N(Cc3ccco3)CC(=O)N12
#42 C/C(=N/NC(=O)c1ccc(C)s1)c1cccc(NC(=O)COc2ccc(Cl)cc2C)c1
#43 Cc1csc2nc(CNC(=O)C3CC=CCC3C(=O)O)cn12 (stereo not given)
#44 COc1ccc(-c2nnc(N)s2)cc1OC
#45 CNC(=O)c1cc2ccc(OC)cc2oc1=O
#46 CC1=C/C(=N\NC(=S)Nc2cccnc2)CC(C)(C)C1
#47 Cc1ccc(NC(=O)COc2ncnc3c(Cl)cc(Cl)cc23)cc1[N+](=O)[O-]
#48 Cn1c(CSCc2ccc(F)cc2)nnc1SCC(=O)Nc1nccs1

Assay by compound	41	42	43	44	45	46	47	48
cardiac RTF act	0	-2	7	-9	2	-5	7	-3
CDK5 p35 inh	2.0	-1.2	0.2	-0.1	-1.0	-0.8	0.8	-0.7
dFosB act	-7	-4	-19	-7	-11	2	-14	-8
RTF Ca sens inh	-7	-1	-10	7	-4	4	-7	-1
Mot1-301 SUMO	45	7	5	·	2	·	10	22
PvdQ acylase	-15	0	-7	12	-10	-4	-12	1
NSD2 HMT inh	·	1	·	21	-1	3	-2	-3
Rtt109 HAT inh	-2	·	-5	-3	-28	12	10	1
C-LANA FP	-1.7	-0.8	-0.9	1.8	-1.1	0.4	0.2	1.3
PfHsp90 yeast 2	-75	4	-8	·	7	-5	18	20
Keap1-Nrf2 PPI	-5	-4	-4	2	-2	5	-7	-5

Screens (PubChem)
